NCI-60 one-dose screen, 48 h, at 10 µM unless noted. Numbers give growth in % (100 = growth as untreated, 0 = no growth, -100 = all killed).
MDA-MB-468: MDA-MB-468 breast cancer; AID 2202374; actives 8.5% (n = 78,000)
MDA-MB-435: MDA-MB-435 melanoma; actives 7.8% (n = 82,000); AID 1794794
K-562: K-562 leukemia | AID 1794777 | actives 7.4% (n = 78,000)
MCF7: MCF7 breast cancer | actives 6.3% (n = 82,000) | AID 1794796
MDA-MB-231: MDA-MB-231 breast cancer. actives 5% (n = 81,000). AID 1794789
RPMI-8226: RPMI-8226 leukemia cells; actives 7.5% (n = 77,000)
SR: SR leukemia cells. actives 8.7% (n = 73,000)
MOLT-4: MOLT-4 leukemia cells; actives 6.9% (n = 80,000); AID 1794779
* marks the source's active call; other numbers are inactive results; x = no result given; & = joins results of further samples; ! = a repeat was not active; [ ] = another dose, or the depositor's remark. How the source made its calls: active means growth percent below 10; inactive means the rest.

Structure	MDA-MB-468	MDA-MB-435	K-562	MCF7	MDA-MB-231	RPMI-8226	SR	MOLT-4
CCOC(=O)C1=C(C)n2nc3n(-c4ccccc4)c(=O)/c(=C\c4ccc(OC)cc4)n3c2=NN1	111	107	93	104	96	113	115	101
Cc1nc2ccccc2c(/C=C/c2ccccc2)c1C(=O)/C=C/c1ccc2c(c1)OCO2	64	41	25	19	63	44	x	29
CC(=O)Cc1nsc(NC(=O)c2ccc(COc3cccc(C)c3)o2)n1	108	103	98	92	101	91	98	102
Cc1ccc(-c2cc3nc4c(c(=O)n3[nH]2)CCCC4)cc1	27	108	69	88	99	74	91	93
NCC(=O)NC(CC(=O)O)C(=O)O (stereo not given)	102	99	106	100	x	111	x	109
Cn1cc(-c2nc(-c3cccnc3)cs2)c2cc(Br)ccc21	93	86	78	88	84	x	69	74
NCC1CCC(C(=O)O)CC1 (stereo not given)	118&122	125&102	103	80&92	111&108	84	x	64&107
NS(=O)(=O)c1ccc(CCn2c(=O)c3cc4c(=O)n(CCc5ccc(S(N)(=O)=O)cc5)c(=O)c4cc3c2=O)cc1	120	103	x	95	117	107	104	111
Cc1c(N)c(S(N)(=O)=O)cc(S(N)(=O)=O)c1Cl	101	106	99	97	101	108	107	102
Cc1cc(NC(=O)c2ccc(N)cc2)ccc1N=Nc1ccc2cc(S(=O)(=O)O)cc(S(=O)(=O)O)c2c1	x	101	110	109	109	94	107	112
O=[N+]([O-])c1cccc(-c2nnc(CSc3nnc(-c4ccc(Cl)cc4)o3)o2)c1	110	104	95	94	107	x	100	100
Nc1cccnc1/C=N/NC(=S)NCCNC(=O)c1ccc(-n2nc(-c3ccccc3O)nc2-c2ccccc2O)cc1	-56*	54	7.4*	5.2*	20	-3.1*	x	12
Clc1ccc(C2N(Cc3ccccc3)CCC3CCCCN32)cc1Cl (stereo not given)	96	95	107	94	95	102	98	89
CN1CCN(Cc2ccc(NC(=O)c3[nH]ncc3Nc3ncnc4sc5c(c34)CCCC5)cc2)CC1	-59*	-89*	-61*	-67*	-58*	-32*	-54*	-62*
O=C(Nc1ccc(OCc2nnc(-c3ccc(Cl)cc3)o2)c(F)c1)c1ccc(Cl)c(Cl)c1	74	85	75	73	84	86	62	39
Nc1c(C(=O)N/N=C\c2ccc(OC(F)F)c(OCc3ccccc3)c2)cnn1CC(O)c1ccccc1 (stereo not given)	58	53	27	30	64	14	41	17

Six entries from above, set out differently.
The line under a structure holds: MDA-MB-468, MDA-MB-435, K-562, MCF7, MDA-MB-231, RPMI-8226, SR, MOLT-4
- Cc1cc(NC(=O)c2ccc(N)cc2)ccc1N=Nc1ccc2cc(S(=O)(=O)O)cc(S(=O)(=O)O)c2c1
    x, 101, 110, 109, 109, 94, 107, 112
- O=[N+]([O-])c1cccc(-c2nnc(CSc3nnc(-c4ccc(Cl)cc4)o3)o2)c1
    110, 104, 95, 94, 107, x, 100, 100
- Nc1cccnc1/C=N/NC(=S)NCCNC(=O)c1ccc(-n2nc(-c3ccccc3O)nc2-c2ccccc2O)cc1
    -56*, 54, 7.4*, 5.2*, 20, -3.1*, x, 12
- Clc1ccc(C2N(Cc3ccccc3)CCC3CCCCN32)cc1Cl (stereo not given)
    96, 95, 107, 94, 95, 102, 98, 89
- CN1CCN(Cc2ccc(NC(=O)c3[nH]ncc3Nc3ncnc4sc5c(c34)CCCC5)cc2)CC1
    -59*, -89*, -61*, -67*, -58*, -32*, -54*, -62*
- O=C(Nc1ccc(OCc2nnc(-c3ccc(Cl)cc3)o2)c(F)c1)c1ccc(Cl)c(Cl)c1
    74, 85, 75, 73, 84, 86, 62, 39

(listing goes on)
Structure	MDA-MB-468	MDA-MB-435	K-562	MCF7	MDA-MB-231	RPMI-8226	SR	MOLT-4
O=C(NCC1CC1)c1ccccc1NC(=O)c1cc2ccccc2oc1=O	85	105	116	89	68	x	97	87
c1ccc2c(c1)Nc1ccc3ccccc3c1S2	76	111	75	80	68	84	69	75
O=C1C=CC2(NN=C(c3ccccc3)N2c2ccccc2)c2cccc(O)c21 (stereo not given)	36	-92*	29	35	76	66	39	72
Cc1cccnn1	92	103	107	102	102	102	x	107
NS(=O)(=O)c1ccc(C(=O)NN2C(=O)c3cccc4cccc(c34)C2=O)cc1	113	102	98	93	108	105	101	104
N#C/C(=C\c1ccc(N2CCOCC2)cc1)C(=O)Nc1sc2c(c1C#N)CCC2	110	101	91	86	86	96	94	104
Oc1ccccc1OCc1ccccc1	115	98	95	93	124	104	88	93
CCCCCCCCCCCC1=NCC(CC(C)CC(C)(C)C)O1 (stereo not given)	100	110	98	99	119	x	98	98
COC(=O)[C@H](C)NC(=O)c1ccc(NC(=O)c2[nH]c(C)c(Cl)c2Cl)c(OC2CCNCC2)c1	115	109	88	99	105	101	77	96
COc1ccc(/C=C(/C(=O)N2CCN(c3ccc(C)cc3)CC2)c2cc(OC)c(OC)c(OC)c2)cc1N	30	-44*	11	12	34	13	11	17
CCOc1cc(C2SCC(=O)N2n2cnnc2)ccc1O (stereo not given)	107	100	102	93	109	106	106	111
O=C(NC(Cc1nn[nH]n1)C(=O)OCc1ccccc1)OCc1ccccc1 (stereo not given)	99	109	99	93	120	102	106	102
O=C(CCN1CCCCC1)CCN1CCCCC1	96	106	98	101	92	98	92	98
NC(N)=N/N=C/c1ccncc1	115	107	110	101	114	x	91	95
O=C(Nc1ccccc1)Nc1ccc([N+](=O)[O-])cn1	112	101	102	95	108	100	93	101
CC(C)c1ccccc1C1CCCCC1	99	107	x	98	127	89	x	x
CCC(C)(C)c1ccc(OCCO)cc1	104	103	90	103	120	103	100	94
O/N=C\c1cc(-c2cccc3ccccc23)on1	81	97	98	80	90	89	92	84
Cc1ccccc1N1C(=O)C2CC=CCC2C1=O (stereo not given)	83	102	21	93	98	101	112	105
COc1ccc(-c2c3c(cn2Cc2cc(OC)c(OC)c(OC)c2)-c2oncc2CCC3)cc1	88	97	94	98	92	96	84	99
COc1ccc(/C=N/OCC(O)CNCc2ccccc2)cc1OC1CCCC1 (stereo not given)	99	99	78	94	101	98	87	101
O=C(O)CCN1C(=O)/C(=C/c2ccc(F)cc2)SC1=S	100	100	103	94	96	110	101	106
CC(=O)Nc1nc(C)c(C(=O)N/N=C/N2CCCCC2)s1	101	125	137	95	111	124	104	130
O=c1[nH]c(Nc2ccccc2)cc2ccccc12	94	103	92	80	98	99	97	98
N#CC1=C(N)Oc2c(c(=O)[nH]c3ccc(Br)cc23)C12C(=O)c1ccccc1C2=O	89	101	110	97	103	97	108	115
Nn1c(N/N=C/c2c[nH]c3ccccc23)n[nH]c1=S	95	108	106	99	83	108	103	108
Cc1cc(NS(=O)(=O)c2ccc(N=Nc3c(N)[nH]c(=O)[nH]c3=O)cc2)nc(C)n1	110	100	94	101	107	96	89	100
COc1ccc(-c2ccnc3c(C#N)c(Nc4ccccc4)nn23)cc1	107	97	102	90	96	103	96	109
C(=C\c1ccccc1)/CN1CCOCC1	119	106	110	97	106	94	95	97
O=C(OCc1ccccc1)c1ccc2c(c1)NC(=O)[C@@H]1CCCN21	116	100	91	97	102	99	94	99
c1ccc2c(c1)CCCC2C1=NCCN1 (stereo not given)	104	110	102	115	110	103	106	93
COc1cccc(COC(C)OCC(C)C)c1OC (stereo not given)	103	104	113	96	109	112	112	115
COc1nc(Cl)nc(OC)n1	101	109	94	103	105	104	82	78
COc1ccc(C(=O)c2cc(OC)c(OC)c(OC)c2)cc1/C=C/C(=O)c1ccc(F)cc1	90	61	9.6*	20	68	23	3.3*	0.6*
CC1=CSc2ncnc3ncn1c23	93	101	104	105	106	105	97	105
Cc1cccc(C)c1OCc1nnc(SCC(=O)O)n1-c1c(C)cccc1C	102	111	95	95	101	102	97	94
O=C(c1ccccc1)c1ccncc1	111	101	109	100	111	120	x	113
O=c1cc(NNC(=S)Nc2ccccc2)c2cc(Br)ccc2[nH]1	98	103	96	89	90	100	87	99
NC(=O)C(c1ccccc1)N1CCCCC1 (stereo not given)	110	114	112	105	106	105	100	113
O=c1c(Cc2ccncc2)c[nH]c2ccc(Cl)cc12	113	106	108	86	82	104	92	95
Clc1ccc(-c2nn(-c3ccccc3)cc2-c2nc3ccccc3s2)cc1	102	96	91	81	93	81	75	93
Cc1ccc(C)c(NS(C)(=O)=O)c1	x	105	137	84	95	111	127	125
CCc1ccccc1Cc1ccccc1	101	100	97	99	125	107	96	101
Cc1[nH]c(C(=O)NN)c(C)c1C(=O)NN	119	109	132	103	107	120	x	119
O=C(Nc1ccccc1)Nc1ccc(C(=O)/C=C/c2ccc(N3CCCCC3)cc2)cc1	111	98	87	80	91	86	92	63
O=C(CN1CCN(c2ncnc3c2cnn3-c2ccccc2)CC1)Nc1nncs1	-40*	7.1*	11	16	30	-17*	-29*	3.7*
COc1ccc2[nH]cc(C3(c4c[nH]c5ccc(OC)cc45)C(=O)Nc4ccccc43)c2c1	92	101	67	98	107	68	91	57
C=CCOc1ccc2c(c1)CC[C@@H]1[C@@H]2CC[C@]2(C)[C@@H](O)[C@@H](O)C[C@@H]12	85	83	74	106	99	85	97	109
CC(C)[N+](C)(C)CC(O)COc1cccc2ccccc12 (stereo not given)	104	118	106	102	103	94	107	109
CC1(C)c2ccccc2-c2nc3ccccc3cc2C1N1CCOCC1 (stereo not given)	100	115	104	119	93	99	96	100
CCN(CC)C(=S)SC1C(=O)c2cc(Cl)ccc2OC1c1ccc(Cl)cc1 (stereo not given)	110	90	x	75	93	75	76	68
O=C(Nc1ccc(C(=O)/C=C/c2ccc(N3CCCCC3)cc2)cc1)Nc1ccc([N+](=O)[O-])cc1	125	99	95	95	115	102	113	92
Cc1cccc(C)c1Nc1nnc(-c2ccc(N(C)C)cc2)s1	x	106	104	94	101	94	105	105
CC(=O)N1N=C(c2ccc(Nc3nc(Nc4ccc(F)cc4)nc(Nc4ccc(F)cc4)n3)cc2)CC1c1ccccc1 (stereo not given)	x	105	80	66	80	34	23	70
O=C1c2ccccc2C(=O)N1C1c2ccccc2Oc2ccccc21	98	108	101	94	92	101	102	93
Nc1ncc(-c2ccc3ncnc(N4CCc5cc(F)c(Cl)cc54)c3c2)cn1	-64*!	27&56	35&61	12&24	0.1*!	-15*!	18&36	-21*!

Continued.
Structure	MDA-MB-468	MDA-MB-435	K-562	MCF7	MDA-MB-231	RPMI-8226	SR	MOLT-4
Nc1ccc(OC(=O)Oc2ccc(N)cc2)cc1	101	100	91	86	96	89	104	95
CCCN1C(=O)[C@H]2Cc3c([nH]c4ccccc34)[C@H](C)N2C1=S	90	98	92	98	78	88	x	83
O=S(=O)(O)c1cccc(N=Nc2ccc(Nc3ccccc3)cc2)c1	103&108	106&118	111&97	100&100	106&111	108&108	100	98&100
OC(c1ccccc1)c1nn(CN2CCOCC2)c(=S)n1-c1ccc(F)cc1 (stereo not given)	99	95	104	101	103	104	82	117
COc1ccc(-c2nn(-c3cccc(Cl)c3)cc2-c2cc(-c3ccc(Br)cc3)nc(N)n2)cc1	95	100	94	57	82	84	82	88
CCCc1nn2c(CCC(=O)c3nc4ccc([N+](=O)[O-])cc4[nH]3)nnc2s1	114	103	x	x	96	133	x	x
O=C(/C=C/c1ccc(O)c(O)c1)O[C@@H]1C[C@]2(O)C[C@@H](OC2=O)[C@@H]1O	x	100	96	97	95	101	49	95
CC1=NN(c2cccc(S(=O)(=O)O)c2)C(=O)C1	98	111&115	98&110	101&113	97&95	101&96	103&102	93&115
C=CC(=O)Nc1cccc(Oc2nccc(Nc3nnc(-c4ccc(Br)cc4)s3)n2)c1	114	94	93	71	88	87	89	100
O=C(Cn1cc(CN2CCCC2)nn1)Nc1ccc2c(ccn2Cc2ccccc2)c1	91	107	84	88	92	88	99	102
O=C(/C=C/c1ccccc1)NC(=S)Nc1ncccn1	103	105	92	84	99	85	95	88
N[C@@H](C[C@H]1CO1)C(=O)O	100[20 µM]	104[20 µM]	98[20 µM]	92[20 µM]	101[20 µM]	113[20 µM]	89[20 µM]	100[20 µM]
CCOC(=O)C1CCCC1=O (stereo not given)	108&116	103&110	93&106	99&108	100&111	90&96	104	82&101
Cc1ccc(S(=O)(=O)OCCN2C(=O)c3ccccc3C2=O)cc1	104	110	98	100	117	107	105	107
O=S(=O)(NCCCNc1nccc(-c2[nH]c(-c3ccccc3)nc2-c2ccc(Cl)c(O)c2)n1)c1ccc(Br)cc1	26	2.1*	19	20	43	22	15	23
O=C(c1cccs1)c1cccs1	100	108	90	98	113	99	95	86
Cc1ccc(NC(=O)CCCCN2CCN(C)CC2)cc1Nc1nccc(-c2cccnc2)n1	106	99	130	101	93	103	107	105
CC(=O)C(N=Nc1ccc(C(c2ccc(N=NC(C(C)=O)C(C)=O)cc2)(c2ccc(N=NC(C(C)=O)C(C)=O)cc2)c2ccc(N=NC(C(C)=O)C(C)=O)cc2)cc1)C(C)=O (stereo not given)	108	104	90	100	82	x	82	81
CN(C)c1ccc(/C=C/c2ccnc3ccccc23)cc1	-9.9*	2.5*	25	20	57	12	21	33
CCOC(=O)CCCN(c1[nH]c(C)c(C)c1C#N)S(=O)(=O)c1ccc(C)cc1	92	105	95	101	113	103	101	94
Cc1ccc(N=Nc2c(N)n[nH]c2N)cc1	93	102	103	103	115	95	102	95
C=CC(C)(CCC=C(C)C)OC(=O)/C=C/c1ccccc1 (stereo not given)	92	103	91	94	101	116	88	93
O=S(=O)(O)c1cccc2cccc(Nc3ccccc3)c12	108	106	89	103	119	90	99	105
NC(=O)Oc1ccc(Cc2ccccc2)cc1	114	105	97	109	95	91	x	81
COc1ccc(C)cc1NC(=O)Oc1ccc(C#N)cc1	105	111	95	83	93	89	73	x

High-throughput results deposited in PubChem BioAssay by NCI.
